PPARg SRC3 recr = PPARgamma-driven SRC-3 recruitment agonism. P37231. biochemical PPARgamma/SRC-3 coactivator recruitment assay. activation, % at 8 µM. actives 0.26% (n = 200,000); in the data active = activation above about 23%;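 note: 0% = DMSO and 100% = reference agonist; some compounds past the cut are filed as inactive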
Target sequence (P37231 whole entry, looked up): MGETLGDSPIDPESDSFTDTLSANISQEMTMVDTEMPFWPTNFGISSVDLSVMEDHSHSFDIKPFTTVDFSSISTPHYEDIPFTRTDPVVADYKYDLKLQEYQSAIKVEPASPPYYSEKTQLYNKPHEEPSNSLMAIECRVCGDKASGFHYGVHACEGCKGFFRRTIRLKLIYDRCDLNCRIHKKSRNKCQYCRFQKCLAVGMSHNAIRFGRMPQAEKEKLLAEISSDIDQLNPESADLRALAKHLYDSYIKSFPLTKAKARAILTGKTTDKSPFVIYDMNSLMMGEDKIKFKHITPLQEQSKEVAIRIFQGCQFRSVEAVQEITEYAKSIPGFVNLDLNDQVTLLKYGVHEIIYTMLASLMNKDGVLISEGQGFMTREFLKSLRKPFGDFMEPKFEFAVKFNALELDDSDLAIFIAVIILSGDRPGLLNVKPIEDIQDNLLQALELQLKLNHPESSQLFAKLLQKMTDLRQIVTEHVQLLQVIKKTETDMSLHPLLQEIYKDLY
bIAP inhibitor = blocks bovine intestinal alkaline phosphatase activity; 190,000 tested, under 10 active; purified bovine IAP, CDP-star luminescence, 30 min; inhibition, % at 20 µM; AID 1019;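 active = over 50% inhibition of intestinal alkaline phosphatase at 20 µM in the single-dose screen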
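System: Purified bovine intestinal alkaline phosphatase (IAP) enzyme | Input: IAP diluted 1/65,000,000 in the well | Also added: CDP-star chemiluminescent phosphatase substrate, 30 µM final | Dosing: 20 µM single dose | Times: Enzyme reaction for 30 min at room temperature | Detection: Luminescence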
S1P3 antag = blocks the human S1P3 receptor; Q99500; CHO S1P3 NFAT-BLA reporter, FRET fluorescence, antagonist mode; inhibition, % at 4.98 µM; actives 0.27% (n = 170,000); AID 485;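 active = inhibition above the plate cutoff, the mean inhibition of test wells on that plate plus 3 SD, cut at about 28% in these data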;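 note: cells challenged with S1P at its EC80 of 0.8 µM; blue over green emission ratio from cleaved BLA substrate after 4 h stimulation; 0% = S1P-stimulated wells and 100% = unstimulated DMSO-only wells; some compounds past the cut are filed as inactive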
Target sequence (Q99500 whole entry, looked up): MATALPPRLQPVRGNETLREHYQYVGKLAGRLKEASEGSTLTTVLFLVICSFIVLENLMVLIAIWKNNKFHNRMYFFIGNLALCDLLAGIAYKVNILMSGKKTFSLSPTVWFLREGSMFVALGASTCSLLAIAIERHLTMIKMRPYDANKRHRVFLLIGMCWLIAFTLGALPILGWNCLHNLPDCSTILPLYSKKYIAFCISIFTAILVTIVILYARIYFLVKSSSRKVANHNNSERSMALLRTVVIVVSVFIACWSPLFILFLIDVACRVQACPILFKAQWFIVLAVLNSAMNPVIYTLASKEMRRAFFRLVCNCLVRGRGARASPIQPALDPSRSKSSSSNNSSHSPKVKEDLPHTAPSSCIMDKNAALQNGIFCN
DTT redox prof = compounds producing H2O2 with reducing agent – biochemical, NIH compound library profiling, artefact control for MLSCN library redox annotation, primary screen | activation, % at 10 µM | actives 0.03% (n = 200,000) | DTT-dependent redox cycling H2O2, phenol red/HRP absorbance; 100% = 100 µM peroxide control, 0% = buffer;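 active = activation of at least 50% relative to the plate's high and low controls in the primary single-dose screen; inactive = activation below 50%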;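 note: compound incubated with DTT at 0.8 mM final as the reducing agent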
SRC2 TRFRET art = flags TR-FRET format artefacts in PPARgamma SRC-2 recruitment agonist screen. actives 0.4% (n = 200,000). AID 1049. TR-FRET artefact counter-screen; stronger effect = higher value. TR-FRET ratio at 8 µM; in the data active = TR-FRET ratio above about 2000; note: inactives centre near 1500; reference of the scale not given here
PPARg SRC-1 ag = promotes SRC-1 coactivator recruitment by human PPARgamma; PPARgamma-SRC-1 coactivator recruitment biochemical assay; AID 631; activation, % at 8 µM; actives 0.41% (n = 200,000); P37231; in the data active = activation above about 19%;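 note: 0% = DMSO and 100% = reference agonist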
Efa HMGR inh = inhibitors of class II HMG-CoA reductase from Enterococcus faecalis; inhibition, % at 10 µM; purified E. faecalis HMGR, NADPH absorbance 340 nm kinetic; actives 0.41% (n = 190,000);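 active = inhibition above a set limit, the median over all tested compounds plus 3 SD, cut at about 9.5% in these data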;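 note: enzyme runs in reverse so mevalonate oxidation gives rising NADPH absorbance; 0% = complete reaction with DMSO and 100% = background rate lacking mevalonate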
ROMK primary = human ROMK K+ channel modulation, primary screen | P48048 | actives 2% (n = 130,000) | Tet-inducible ROMK, thallium flux fluorescence; actives lie on both sides | B-score at 10 µM;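 active = signal ratio slope over the read window, or its plate-corrected B-score, at least 3 SD from the plate mean, either direction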;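 note: B-score of the F/F0 ratio slope over 7 to 12 s after thallium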
L major viab = reduces viability of Leishmania major promastigotes. resazurin fluorescence viability. inhibition, % at 10 µM. actives 9% (n = 200,000). AID 1063; in the data active = inhibition above about 50%;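 note: promastigotes grown with compound for 44 hours at 28 °C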
RAM network inh = inhibitors of the yeast RAM network. AID 868. inhibition, % at 50 µM. S. cerevisiae dse1pr::URA3 reporter, 5-FOA growth OD615, 2 d; analog-sensitive cbk1-as2 kinase mutant strain. actives 1.8% (n = 190,000);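 active = inhibition above a set limit, 3 SD over mean compound inhibition, cut at about 8.4% in these data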;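 note: 0% = DMSO-only wells with no growth and 100% = 10 µM 1-NA-PP1 full growth; inhibition rescues growth on 5-FOA so higher OD means more RAM inhibition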
PPARg SRC2 recr = promotes SRC-2 coactivator recruitment by human PPARgamma; PPARgamma LBD-SRC-2 recruitment, biochemical; activation, % at 8 µM; actives 0.34% (n = 200,000); AID 1032; in the data active = activation above about 22%;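 note: 0% = vehicle and 100% = reference agonist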
Active calls of the source: *; · = not tested or not shown.

SMILES	PPARg SRC3 recr	bIAP inhibitor	S1P3 antag	DTT redox prof	SRC2 TRFRET art	PPARg SRC-1 ag	Efa HMGR inh	ROMK primary	L major viab	RAM network inh	PPARg SRC2 recr
CC(=O)NC(c1ccccc1)c1nc2ccccc2[nH]1 (centres undefined)	-16	18	-10	1.7	1528	2	-1	·	-4	1.2	0
COc1ccc(C2=C/C(=C/c3cccnc3)C(=O)O2)cc1OC	0	23	-1	2.5	1548	6	0	-0.17	-5	1.1	6
CCOC(=O)c1sc2nc3c(SCC(=O)O)cc(C(=O)c4ccccc4O)cn3c(=O)c2c1C	2	22	-10	-2.1	1647	2	2	0.23	-9	2.2	4
Cc1cccc(C(=O)OCc2cc3ccccc3[nH]c2=O)c1	-1	-4	-19	1.6	1371	5	-2	0.21	14	3.5	-6
COC(=O)c1cc(NC(=O)C2(S(=O)(=O)c3ccc(C)cc3)CC2)cc(C(=O)OC)c1	2	6	-8	0.1	1646	2	-2	0.43	0	5.2	7
Cc1cccc(NC(=O)CC(C)(C)C)c1	2	9	0	2.6	1527	-10	-3	·	-1	0.5	-9
CCOC(=O)N1CCN(CC(=O)Nc2ccc(C)c(Br)c2)CC1	-9	-7	·	0.4	1511	0	2	·	-2	-0.3	-3
CCOC(=O)c1ccc2nc(NC(NC(C)=O)(C(=O)OC)C(F)(F)F)sc2c1 (centres undefined)	-5	6	·	-0.3	1478	-2	-1	-0.73	-3	0.5	-2
Cc1cc(CNC(=O)COc2ccc(F)cc2Cl)cc(C)c1O	0	4	13	-0.3	1547	3	-2	-1.3	-5	10*	-5
CCCc1cc(=O)[nH]c(SCC(=O)N2CCN(S(=O)(=O)c3ccc(C)cc3)C2)n1	10	3	-5	-0.9	1577	0	-6	·	-10	1.0	2
COC(=O)c1sc2ccccc2c1N	6	6	-23	-1.5	1655	7	-4	·	-10	1.4	3
COc1ccccc1NC(=O)c1nn(-c2ccccc2)ccc1=O	2	10	·	1.5	1457	-1	-1	·	0	1.6	6
COC(=O)CSc1snnc1-c1ccc(Cl)cc1Cl	-9	6	·	5.5	1545	-4	-1	·	-7	0.0	-4
CCCCOc1ccc(Cc2c(COCC)[nH]c(=S)[nH]c2=O)cc1	3	5	-11	-0.2	1515	6	-1	-0.59	2	6.7	1
COC(=O)c1ccc(CSc2ncnc3ccccc23)o1	0	7	11	-1.4	1478	14	-9	·	6	3.5	0
CCCCNC(=O)CN1CCC2(O)CCCCC2C1c1ccccc1OC (centres undefined)	5	-6	-16	-0.1	1504	-4	-5	·	-6	-0.5	-2
Cn1c(=O)[nH]c(=O)c2c1nc(N1CCNCC1)n2Cc1cccc2ccccc12	-3	0	13	1.6	1609	7	-11	·	83*	0.8	3
CSc1ccc(C2C(C#N)=C(N)N(c3ccccc3)C3=C2C(=O)CCC3)cc1 (centres undefined)	1	17	·	-0.4	1776	3	-2	-0.86	74*	1.0	7
COCCCNCCCOc1ccc(C(C)(C)c2ccccc2)cc1	0	27	6	·	1651	5	4	·	99*	-0.3	12
CCS(=O)(=O)c1ccc2oc(Nc3ccc(C(C)(C)C)cc3)nc2c1	1	15	-6	-1.2	1668	3	1	-0.59	21	3.5	6
Cc1cc(NC2C3CC4CC(C3)CC2C4)n2ncnc2n1 (centres undefined)	-9	5	6	1.9	1629	-5	0	·	-3	0.3	4
CCOC(=O)COn1c(=O)c(-c2ccc(OC)c(OC)c2)[n+]([O-])c2ccccc21	-8	3	·	0.4	1390	-3	-6	0.56	8	-0.3	4
COc1ccc(CCNC(=O)C2CCCN(Cc3nc(-c4cccc(Cl)c4)oc3C)C2)cc1OC (centres undefined)	0	0	-54	-6.3	1473	4	-7	-0.032	42	-0.3	1
NC(=O)c1cc(N)ccc1N1CCCC1	-1	4	0	0.4	1671	16	-5	·	-8	3.5	7
Cc1ccccc1CN1C[C@@H]2C[C@@H](c3ccc4nsnc4c3)N3CCC[C@@]23C1=O	4	7	4	-1.5	1489	13	-4	·	78*	1.6	2
COc1ccc(-c2cc(C(=O)Nc3nc4ccccc4s3)c3ccccc3n2)cc1OC	2	40	-13	0.1	1715	0	-1	0.76	98*	2.9	10
O=C(CSCc1ccc(F)cc1)Nc1ccc(F)cc1	-2	-19	7	-0.1	1520	-7	-3	-0.75	-6	-0.3	1
O=C(CCc1nnc(CCCc2ccccc2)o1)NCC(F)(F)F	-2	11	-1	0.1	1549	6	1	0.3	-5	2.2	1
CCN(C(=O)c1cc2cc3ccc(C)cc3nc2o1)c1ccc(OC)cc1	-8	4	23	1.9	1549	-8	0	·	12	2.5	2
CCN1C(=O)c2cccc3c(S(=O)(=O)NC(Cc4c[nH]c5ccccc45)C(=O)O)ccc1c23 (centres undefined)	2	14	-29	9.3	1559	-5	0	·	-4	3.8	-7
COc1cccc(/C=C2\SC(=O)NC2=O)c1OCc1ccc(C(=O)O)cc1	2	5	-5	-1.6	1394	-4	-8	0.66	-6	2.1	4
COc1ccc(CCN(C)CCCN2CC(c3ccccc3)CC2=O)cc1OC (centres undefined)	2	-3	-3	0.1	1415	-3	-7	·	10	-0.1	0
CCCCOCC(O)CN1CCN(C(C)=O)CC1 (centres undefined)	6	3	-31	0.1	1422	8	-5	·	-7	2.0	10
COC(=O)CSc1nc(N)nc(C)c1Cl	-4	-10	-4	0.1	1619	-1	1	0.5	-3	0.7	2
Cc1ccc(NC(=O)CCOc2ccccc2)cc1S(=O)(=O)Nc1ccccc1Cl	2	13	-1	-0.6	1471	1	-4	0.35	6	2.1	3
CC(C)Sc1nc2ccc(Br)cc2[nH]1	3	3	-8	-1.0	1518	-6	4	-0.79	2	0.4	2
CCN1CCN(Cc2cccc(Oc3ccc(Cl)cc3)c2)CC1	2	-6	·	0.3	1465	4	-3	-1.8	96*	1.8	2
COc1ccc(C(=O)CSc2nnc(-c3ccco3)n2C)cc1	-5	10	-8	2.5	1407	2	-2	·	11	1.4	-1
CCCc1cc2c(OC(=O)CC)c(-c3ccc(C(=O)OCC)o3)c(=O)oc2cc1OC	3	-6	-10	0.0	1645	0	-3	·	-5	7.1	4
O=C(c1ccc(CNc2c(N3CCOCC3)c(=O)c2=O)cc1)N1CC=C(c2ccccc2)CC1	0	-13	-2	-1.7	1625	4	-5	·	-8	-0.9	2
COC(=O)c1cc(NC(=O)c2c(Cl)cnn2C)cc(C(=O)OC)c1	3	-5	-5	-0.2	1665	0	-3	-0.024	43	1.3	1
Cc1ccc(-c2nnc(-n3nnc4ccccc43)c3ccccc23)cc1	3	-2	·	2.0	1645	0	-6	·	-3	7.8	5
COc1cccc(NC(=S)NC2CC(C)(C)NC(C)(C)C2)c1	-3	-2	-8	0.1	1515	-3	-3	0.085	1	0.4	3
COc1ccc(/C=C/c2noc(-c3ccccc3O)n2)cc1	-1	10	-19	0.3	1692	3	-3	·	-4	7.3	10
COc1ccc(C2C(C#N)=C(N)N(c3cccnc3)C3=C2C(=O)CCC3)cc1Cn1cc([N+](=O)[O-])cn1 (centres undefined)	0	4	·	-3.3	1530	1	-5	-0.58	89*	0.3	3
O=C(CCc1nc2ccccc2c(=O)[nH]1)Nc1ccc(N2CCCCC2)cc1	2	-8	-25	-0.7	1562	2	7	0.29	-5	2.2	8
CCOC(=O)/C(=C\c1ccc(C)cc1)NC(=O)c1ccccc1	-1	4	-2	0.2	1788	1	-4	0.56	2	0.3	0
CCn1c(=S)[nH]c2cc(S(=O)(=O)N3CCCCC3)ccc21	11	-21	·	-0.1	1603	2	0	0.53	-6	1.2	5
CN(CC1CCCO1)S(=O)(=O)c1ccc(C(=O)Nc2ccc3c(c2)OCO3)cc1 (centres undefined)	3	17	7	-0.4	1460	4	-4	·	31	1.7	11
CCOC(=O)c1cnc2c(C(=O)OC)cccc2c1NCCN1CCOCC1	9	8	·	0.0	1427	-2	2	0.45	32	0.6	10
COC(=O)c1ccc(Oc2nc(C)cc(Oc3ccccc3)n2)cc1	9	2	0	-1.8	1679	9	4	-1.3	95*	1.6	7
CNc1nc(SCc2ccc(C)cc2)nc2c1CCCC2	2	6	·	2.3	1644	4	-3	·	100*	1.0	-1
O=C(O)CCCN1C(=O)c2ccc(Oc3cccc([N+](=O)[O-])c3)cc2C1=O	-4	-6	7	-0.7	1641	-3	-1	-0.57	-3	2.2	8
Cc1ccc(Nc2nnc(C(C)(C)C)c(=O)n2N)cc1	6	17	6	0.6	1494	4	-2	·	-6	0.1	1
CCCn1cc(CN2CCN(Cc3ccc(C)o3)C(CCO)C2)c(C)n1 (centres undefined)	5	2	-8	-1.1	1427	7	-8	-0.00054	-2	0.4	-4
CCOC(=O)c1cnc2c(c(C)nn2CC)c1NC1CC1	0	2	-3	-1.3	1633	4	-6	-0.14	47	1.1	0
CCCc1cc(=O)[nH]c(SCC(=O)Nc2ccc3c(c2)CCC3)n1	-1	-5	-9	-9.7	1420	6	0	-0.0083	-2	5.5	-1
CCc1ccc(NC(=O)c2cc(-c3ccc(F)cc3)on2)cc1	-4	30	-1	0.9	1480	1	-2	0.54	-2	2.9	-4
COC(=O)c1ccc(NS(=O)(=O)c2ccccc2)o1	1	6	-11	-1.2	1580	6	-3	0.53	-6	0.6	0
C/C(=N\NC(=O)CNC(=O)c1ccc2c(c1)OCO2)c1ccco1	3	5	6	0.2	1523	5	-6	0.38	53*	2.4	4

Single records, as listed above:
Record of `COC(=O)c1ccc(NS(=O)(=O)c2ccccc2)o1` → PPARg SRC3 recr: 1; bIAP inhibitor: 6; S1P3 antag: -11; DTT redox prof: -1.2; SRC2 TRFRET art: 1580; PPARg SRC-1 ag: 6; Efa HMGR inh: -3; ROMK primary: 0.53; L major viab: -6; RAM network inh: 0.6; PPARg SRC2 recr: 0
Record of `CCCn1cc(CN2CCN(Cc3ccc(C)o3)C(CCO)C2)c(C)n1` (centres undefined) → PPARg SRC3 recr: 5; bIAP inhibitor: 2; S1P3 antag: -8; DTT redox prof: -1.1; SRC2 TRFRET art: 1427; PPARg SRC-1 ag: 7; Efa HMGR inh: -8; ROMK primary: -0.00054; L major viab: -2; RAM network inh: 0.4; PPARg SRC2 recr: -4

Further results:
SMILES	PPARg SRC3 recr	bIAP inhibitor	S1P3 antag	DTT redox prof	SRC2 TRFRET art	PPARg SRC-1 ag	Efa HMGR inh	ROMK primary	L major viab	RAM network inh	PPARg SRC2 recr
O=C(NCCCn1ccnc1)c1cc(-c2ccccc2)on1	2	4	-24	-0.8	1494	6	-2	-0.56	3	-0.1	2
CCC(C)N(CCNC(=O)CC1Oc2ccc(C)cc2NC1=O)C1CCCCC1 (centres undefined)	-1	1	-1	-0.8	1658	2	-7	·	2	2.3	2
Cc1nnc(SCC(=O)c2ccc(C(C)C)cc2)s1	0	-2	12	-1.6	1715	6	-5	-0.74	-4	-0.8	1
Fc1cccc(COc2ccccc2C(=S)N2CCCC2)c1	4	32	-4	-0.4	1605	-2	1	0.24	20	-0.1	2
CCOC(=O)c1[nH]c2ccccc2c1NC(=S)Nc1cccc(C)c1	5	13	9	0.9	1735	14	6	-0.14	-6	3.6	17
Cc1cc(NC(=S)N(Cc2ccc(Br)cc2)Cc2ccc(C(=O)O)cc2)ccc1Cl	3	-12	-12	-2.4	1850	5	-1	0.0028	-4	6.1	16

High-throughput results from PubChem BioAssay.
